Screening results: PubChem, Southern Research Specialized Biocontainment Screening Center
K1F lysis inhibition: inhibition of K1F phage lysis, E. coli UTI89, bacterial capsule biogenesis inhibitors, alamar blue (AID 488966). E. coli UTI89 K1F phage lysis, alamar blue, 2 h; higher % means a stronger effect. inhibition, % at 100 µM; hits with a dose series show IC50 in µM. actives 0.02% (n = 340,000);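 active = phage lysis inhibition, versus mean bacterial control, above a set limit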;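 also: capsule biogenesis inhibitors block K1F phage lysis so surviving cells raise fluorescence; higher fluorescence means more inhibition of phage lysis; actives were called in the ten point dose series up to 300 µM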
Active calls of the source: *; [ ] = another dose, or the depositor's remark.

entry	SMILES	K1F lysis inhibition
1	O=C(CN1CCc2ccccc2C1)Nc1ccccc1Cl	0.7%
2	Cc1ccc(OCC(=O)NNC(=O)c2ccc3c(=O)n4c(nc3c2)CCC4)cc1	0.6%[50 µM]
3	COc1ccc(CCNC(=O)C/C(C)=N/NC(=O)c2ccc(Cl)cc2Cl)cc1OC	0.5%
4	Cc1ccccc1OCC(=O)NCCCNC(=O)c1ccncc1	0.2%
5	COc1ccccc1CNC(=O)CC1C(=O)NCCN1C1Cc2ccccc2C1 (stereo not given)	0.7%
6	Cc1cc(NS(=O)(=O)c2ccc(NC(=O)Cc3ccccc3)cc2)nc(C)n1	1.4%
7	CCCCCC(=C/c1ccccc1)/C=N/Nc1ccc(S(=O)(=O)N2CCOCC2)cc1[N+](=O)[O-]	1.2%
8	COc1cc(OC)cc(C(=O)NNC(=O)CN2C(=O)NC(C)(c3ccc(C)cc3)C2=O)c1 (stereo not given)	0.9%[50 µM]
9	CC1Nc2ncnc(N3CCN(c4ccccc4)CC3)c2N(Cc2ccc(Cl)cc2)C1=O (stereo not given)	0.0%
10	CCNCC(=O)N1c2ccccc2CCc2ccc(NC(=O)OC(C)C)cc21	-0.8%
11	Cc1cc(-c2ccc(C(C)C)c(S(=O)(=O)N3CC(=O)Nc4ccccc43)c2)on1	0.1%
12	CCC(C)c1ccccc1N1CC(C(=O)Nc2ccc(C)c(S(=O)(=O)N3CCOCC3)c2)CC1=O (stereo not given)	0.3%[50 µM]
13	CCC1CCCCN1CCCNC(=O)CN1C(=O)COc2ccc(S(=O)(=O)N3CCC(C)CC3)cc21 (stereo not given)	4.9%
14	Cc1ccc(NC(=O)CN(C)C(=O)COC(=O)c2ccc(NC(=O)CC#N)cc2)cc1	-0.8%
15	O=C(O)c1occc1CSc1ccccc1	0.7%
16	CS(=O)(=O)N(CC(=O)Nc1ccccc1C(=O)N1CCOCC1)c1ccc(F)c(Cl)c1	-0.1%
17	Cc1ccc(CNC(=O)CS(=O)(=O)Cc2nc(-c3ccc(C)cc3)oc2C)cc1	0.5%
18	O=[N+]([O-])c1ccccc1Oc1ccc(S(=O)(=O)N2CCOCC2)cc1	0.8%[50 µM]
19	COc1ccc2oc(C(=O)NCc3ccccc3CN3CCCC3)c(C)c2c1	1.2%[50 µM]
20	Cc1ccc(S(=O)(=O)N(C)CC(=O)O/N=C(\N)c2cccnc2)cc1	0.3%
21	CCOc1ccccc1NC(=O)CCS(=O)(=O)c1cccs1	0.3%
22	O=C(NCC1CCCCC1)c1cc([N+](=O)[O-])ccc1Cl	0.1%
23	COc1cc(CC(CC(=O)c2ccc3c(c2)OCO3)C(=O)O)cc(OC)c1OC (stereo not given)	-1.9%
24	CC(=O)c1ccc(S(=O)(=O)NCCc2csc(-c3cccnc3)n2)cc1	-0.2%
25	CCN(CC(=O)Nc1c(F)cccc1F)C(=O)CNC(=O)c1ccc(Br)o1	0.6%[50 µM]

Rewritten with each value named: four of the compounds above
6. Cc1cc(NS(=O)(=O)c2ccc(NC(=O)Cc3ccccc3)cc2)nc(C)n1
  K1F lysis inhibition = 1.4%

7. CCCCCC(=C/c1ccccc1)/C=N/Nc1ccc(S(=O)(=O)N2CCOCC2)cc1[N+](=O)[O-]
  K1F lysis inhibition = 1.2%

8. COc1cc(OC)cc(C(=O)NNC(=O)CN2C(=O)NC(C)(c3ccc(C)cc3)C2=O)c1 (stereo not given)
  K1F lysis inhibition = 0.9%[50 µM]

9. CC1Nc2ncnc(N3CCN(c4ccccc4)CC3)c2N(Cc2ccc(Cl)cc2)C1=O (stereo not given)
  K1F lysis inhibition = 0.0%

The listing continues:
entry	SMILES	K1F lysis inhibition
26	CC(C)(C)OC(=O)N1CCCC(C(=O)Nc2ccc(C(=O)NCCc3ccccc3)cc2)C1 (stereo not given)	0.2%
27	CCOC(=O)CC/C(=N\NC(N)=O)c1ccc(OC)c(Cl)c1	-1.4%
28	Cc1cccc(NC(=O)CCC2CCN(C(=O)c3ccc(C)s3)CC2)c1	0.3%
29	O=C(NC(=S)NNC(=O)c1ccccc1O)c1ccc(F)cc1	2.2%
30	Cc1ccc2nc(SCC(=O)NCCCN3CCCC3=O)[nH]c2c1	0.8%[50 µM]
31	O=C(CSc1nc(=O)[nH]c2c1CCCC2)Nc1cc(C(F)(F)F)cc(C(F)(F)F)c1	0.8%[50 µM]
32	COc1cccc(C(=O)NC2CC(C)(C)Cc3c2cnn3-c2cccc(F)c2)c1OC (stereo not given)	-0.4%[50 µM]
33	COc1ccc(C(CNC(=O)C2CC(=O)N(Cc3ccccc3)C2)N2CCOCC2)cc1 (stereo not given)	0.1%[50 µM]
34	CSCc1cccc(C(=O)OC(C)C(=O)Nc2c(C)n(C)n(-c3ccccc3)c2=O)c1 (stereo not given)	0.7%[50 µM]
35	O=C(c1ccc(F)cc1Cl)N1CCN(S(=O)(=O)c2cccs2)CC1	-0.1%
36	O=C(CCN1C(=O)CSc2ccccc21)Nc1cccc(C(F)(F)F)c1	0.0%[50 µM]
37	C=CCNc1oc(-c2ccco2)nc1S(=O)(=O)c1ccccc1	-0.4%[50 µM]
38	CSc1ccc(S(=O)(=O)Nc2ccccc2C(=O)N2CCOCC2)cc1	-0.5%[50 µM]
39	O=C(N/C=C/c1ccccc1)c1ccccc1	1.9%
40	CCOc1cc(N2CCOCC2)c(OCC)cc1NC(=O)c1cc(S(=O)(=O)N2CCOCC2)ccc1Cl	0.8%[50 µM]
41	CC(=O)Nc1ccc(S(=O)(=O)N[C@@H](C)C(=O)OCC(=O)c2ccc(C)cc2)cc1	0.4%[50 µM]
42	Nc1cc(C(F)(F)F)ccc1NCCc1ccccn1	0.0%
43	Cc1ccc(C(=O)O/N=C(\N)Cc2cccs2)cc1[N+](=O)[O-]	0.0%
44	CCN(c1ccccc1)S(=O)(=O)c1cccc(C(=O)NCC(c2ccco2)N2CCCC2)c1 (stereo not given)	-0.5%[50 µM]
45	COc1ccc(NC(=O)CCc2c(C)nn(-c3ccc(N4CCOCC4)nn3)c2C)cc1	0.0%
46	CN(C)S(=O)(=O)n1cc(/C=C(\NC(=O)c2ccccc2F)C(=O)NCCCn2ccnc2)c2ccccc21	7.0%
47	COc1cc(C)ccc1OCC(=O)Nc1nnc(C2CC2)s1	0.0%[50 µM]
48	O=c1[nH]c2c(c(=O)n1-c1ccccc1)CCO2	-1.1%
49	O=C(C(=O)N1CCOCC1)c1cn(CC(=O)N2CCCCC2)c2ccccc12	0.2%
50	Fc1ccccc1Nc1nc2ccccc2o1	-0.2%
51	CCCCn1c(N)c(N(CC(C)C)C(=O)c2ccc(S(=O)(=O)N3CCCCC3)cc2)c(=O)[nH]c1=O	0.9%[50 µM]
52	COc1ccc(OC)c(CC(NC(C)=O)C(=O)NC2CCN(S(=O)(=O)c3ccc(NC(C)=O)cc3)CC2)c1 (stereo not given)	0.0%
53	CC(C)(C)NC(=O)CN(Cc1ccc2c(c1)OCO2)C(=O)CNS(=O)(=O)c1ccccc1	0.3%
54	COc1ccc(CN2CCC(C(=O)Nc3ccc(Oc4ccccc4)nc3)CC2)cc1F	1.1%[50 µM]
55	CN(C)CCCN(C(=O)c1ccc(S(=O)(=O)N2CCCCCC2)cc1)c1nc2ccc(F)cc2s1	0.1%
56	CCOc1ccc(NC(=O)CCNC(=O)Cn2cnc3ccccc3c2=O)cc1	0.5%
57	NC(=O)c1ncn([C@@H]2O[C@H](CNCc3cccn3-c3ccncc3)[C@@H](O)[C@H]2O)n1	0.2%
58	O=C(O)/C(=C\c1ccco1)NC(=O)c1ccc(Br)o1	0.6%
59	COc1cc(CN(C)C(=O)C(=O)c2c[nH]c3ccccc23)ccc1O	-0.5%
60	O=C(CN1CCN(Cc2cccc(F)c2)CC1)Nc1ccccc1F	0.1%
61	COc1ccc([C@H]2CC(=O)C=C(/C=C/c3ccccc3)C2)cc1	0.8%
62	Cn1nc(C(=O)NCCc2ccc(S(N)(=O)=O)cc2)c2c1-c1ccccc1S(=O)(=O)C2	-0.2%
63	CN(CCc1ccccc1)C(=O)c1cccc(NC(=O)Cc2cccc(NC(=O)C3CCCN(C(=O)C4CCC4)C3)c2)c1 (stereo not given)	0.2%
64	CC(=O)c1c(C)[nH]c(C(=O)COC(=O)c2cccnc2Cl)c1C	2.1%[50 µM]
65	Cc1ccn2c(=O)nc(SCC(=O)NC3CCCC3)nc2c1	1.6%[50 µM]
66	CCn1cc(C(=O)NC(C)C)c(=O)c2cc(F)c(N3CCN(C(=O)c4ccco4)CC3)cc21	3.9%
67	COc1cc(CNC(=O)C2CC2)ccc1OCc1ccccc1	-0.8%
68	COc1ccc(CNC(=O)CCc2c[nH]c3ccccc23)cc1	0.0%
69	Cc1oc2c(C)c3oc(=O)c(CCC(=O)NCCCCCC(=O)O)c(C)c3cc2c1C	-0.3%
70	CCOC(=O)C1CCN(C(=O)c2cc3c(s2)-c2ccccc2OC3)CC1	6.0%
71	CCCCOc1ccc(NC(=O)CN2CCN(Cc3ccccc3)CC2)cc1	-0.1%
72	Cc1ccc(N2C(=O)C3C4C=CC(CC4)C3C2=O)cc1Cl (stereo not given)	0.1%
73	COc1cccc(/C=N/Nc2c(Cl)cncc2Cl)c1O	0.0%
74	COc1cc2ccccc2cc1C(=O)NNC(=O)c1ccccc1O	0.0%
75	C=CCn1c(NCc2ccccc2OC)nc2ccccc21	-1.2%

Arranged by SMILES length (smallest number first): 3 of the compounds above.
entry	SMILES	K1F lysis inhibition
75	C=CCn1c(NCc2ccccc2OC)nc2ccccc21	-1.2%
74	COc1cc2ccccc2cc1C(=O)NNC(=O)c1ccccc1O	0.0%
64	CC(=O)c1c(C)[nH]c(C(=O)COC(=O)c2cccnc2Cl)c1C	2.1%[50 µM]

The list goes on.
entry	SMILES	K1F lysis inhibition
76	COc1ccc(NC(=O)NC2(C(=O)N3CCCCC3)CCCCC2)cc1	-0.1%
77	CCC(C)(C)C1CCc2[nH]nc(C(=O)NCCN3CCOCC3)c2C1 (stereo not given)	5.9%
78	C=CC[C@H](CC(=O)N(CCO)Cc1ccccc1)C(=O)N[C@H](COC(=O)[C@@H](CC=C)Cc1ccc(F)cc1)C(C)(C)C	-1.6%
79	CSc1nc(N)nc2c1ncn2CC(=O)N[C@H](C)c1cccc2ccccc12	0.2%
80	CCc1ccccc1NC(=O)c1sc2nc(C)cc(C)c2c1N	-0.1%
81	Cc1ccc(C(=O)N2CCN(c3ccccc3O)CC2)cc1S(=O)(=O)N1CCCCC1	1.1%[50 µM]
82	Cc1ccc(S(=O)(=O)N2CCOCC2)cc1NC(=O)COC(=O)Cc1ccc(Cl)cc1	0.6%[50 µM]
83	CN(C(=O)c1ccc(NC(=O)Cc2ccc(NC(=O)C3CCN(C(=O)C4CCCC4)CC3)cc2)cc1)C1CCCC1	-0.1%
84	Nc1ncnc(Nc2ccccc2Oc2ccccc2)n1	2.1%
85	O=S(=O)(Nc1ccc(Cl)cn1)c1ccc2c(c1)OCCO2	0.5%[50 µM]
86	C=C[C@H](CC(C)C)N(Cc1ccccc1)S(=O)(=O)N(Cc1ccccc1)[C@@H](C=C)CC(C)C	1.4%
87	COc1cc(Oc2ccccc2)nc(N)n1	-1.8%
88	COc1ccc(-c2coc3cc(OC(C)=O)ccc3c2=S)cc1	0.7%
89	CCn1nc(C)cc1C(=O)N1CCCC(N2CCN(Cc3ccc4c(c3)OCO4)CC2)C1 (stereo not given)	1.3%
90	Cc1cc(S(=O)(=O)Nc2ccc(C(=O)NCC3(N(C)C)CCCCC3)cc2)ccc1F	1.5%[50 µM]
91	O=C(O)CC1(CC(=O)N2CCOCC2)CCCC1	0.4%
92	O=C1CCC(c2ccc3c(c2)CCC3)=NN1	0.1%
93	Cc1nc2ccccc2nc1-c1ccc([N+](=O)[O-])cc1	0.2%
94	Cc1cc(C)c(NC(=O)C(C)N2CCCCCC2)c(C)c1 (stereo not given)	0.1%
95	O=C(C[C@H]1C/C=C/CC[C@H](Cc2ccc(F)cc2)C(=O)O[C@H](c2ccccc2)CNC1=O)NCCO	0.1%
96	COC(=O)[C@]1(Cc2ccccc2)N[C@H](CN(C)S(=O)(=O)c2ccc(C(F)(F)F)cc2)[C@@H]2C(=O)N(Cc3ccccc3)C(=O)[C@@H]21	0.2%
97	CS(=O)(=O)N(CC(=O)N1CCN(Cc2ccccc2)CC1)c1cccc(Cl)c1	0.2%
98	COc1ccccc1CN(C)C(=O)CSc1nnc(C2CC2)n1C1CC1	1.9%[50 µM]
99	Cc1cc(SCc2c(F)cccc2Cl)nc(=O)[nH]1	-0.3%
100	O=C(O)C1CCCCC1C(=O)Nc1cccc(Br)c1 (stereo not given)	-2.2%
101	COc1ccccc1CNC(=O)COC(=O)CNS(=O)(=O)c1ccc(NC(C)=O)cc1	0.4%[50 µM]
102	CCC(C)NC(=O)c1ccc(NC(=O)CC2SC(N3CCCCC3)=NC2=O)cc1 (stereo not given)	0.4%[50 µM]
103	C[C@H](CO)N1C[C@H](C)[C@@H](CN(C)Cc2ccc3c(c2)OCO3)Oc2ccc(NC(=O)Cn3cnnn3)cc2C1=O	0.3%
104	Cc1ccc(S(=O)(=O)N2CCOCC2)cc1NC(=O)COC(=O)CCc1c[nH]c2ccccc12	-1.9%
105	Cc1ccccc1C(=O)NC1CC2CCCC(C1)N2Cc1ccccc1 (stereo not given)	0.7%
106	Cc1ccc(C)c(C2=NNC(=O)CC2)c1	-0.6%
107	CC(NC(=O)CCN1C(=O)c2ccccc2S1(=O)=O)c1ccccc1 (stereo not given)	1.4%[50 µM]
108	COc1ccc(N2CCN(C(=O)C(=O)c3c(C)[nH]c4ccccc34)CC2)cc1	0.1%
109	O=C(COC(=O)CNC(=O)c1ccc(Cl)cc1Cl)NC1CCCCCCC1	0.4%[50 µM]
110	CC(=O)Nc1ccc(N(CC(=O)NC2CCCCC2)C(=O)Cn2nnc(-c3ccccc3)n2)cc1	-0.2%
111	COc1ccccc1CNCCS(=O)(=O)NN1CCOCC1	0.1%

Not all compounds are listed, so the mix of outcomes need not match the whole.
